mIDH1 inhibitor – inhibitors of human mutant IDH1 R132H | Potency, µM (doses to about 76.6 µM), for inactives: at the top dose activity change, negative = inhibition, hits mostly inhibitors | 0.093% of 390,000 active | IDH1-R132H enzyme, NADPH consumption, diaphorase/resazurin fluorescence | AID 602179; note: potency is the fitted concentration of half-maximal effect; % is set by controls: 0 for no effect and ±100 for the full control effect; nearly all actives have a fitted effect of over 65% in size
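IDH1-R132H (0.5 ug/mL) preincubated 30 min with compound, then NADPH (0.016 mM) and alpha-KG (2 mM) added; 80 min at RT, pH 7.5. Remaining NADPH coupled via diaphorase/resazurin to fluorescence (540/590 nm); concentration-response curves normalized to no-enzyme control.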
D2 agonist – activates the human D2 dopamine receptor | HEK293 T-REx D2 cells, calcium flux agonist mode | activation, % at 2 µM | 0.53% of 340,000 active | AID 485358;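 active = activation over 3 SD above normal in the single-dose calcium agonist read, cut at about 30% in these data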; note: 0% is about no effect
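Tetracycline-induced HEK293 Trex cells with D2 receptor force-coupled to calcium signaling, plated overnight at 30 C and loaded with no-wash calcium dye. Calcium flux read kinetically for 180 s after compound addition; responses flag agonists.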
USP1 inh – blocks the human USP1/UAF1 deubiquitinase complex; 0.23% of 390,000 active; O94782; recombinant USP1/UAF1, Ub-Rhodamine cleavage fluorescence; AID 743255; Potency, µM (series often up to 57.1 µM), without a hit: at the top dose activity change, negative = inhibition, most hits filed as inhibitors; note: potency is the fitted concentration of half-maximal effect; % is set by controls: 0 for no effect and ±100 for the full control effect; nearly all actives have a fitted effect of over 60% in size; inactives centre near -12
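High-throughput fluorogenic screen: 1nM USP1/UAF1 complex, Ub-Rho substrate 150nM final, 50mM HEPES pH 7.8 with 0.5mM EDTA, 0.1 mg/ml BSA, 1mM TCEP and 0.01% Tween-20.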
TrxR1 substrate – substrates of rat thioredoxin reductase 1 | Potency, µM (series often up to 114 µM), for inactives: at the top dose activity change, negative = substrate turnover | purified TrxR1 substrate turnover, NADPH consumption readout | O89049 | 0.01% of 390,000 active; note: potency is the fitted concentration of half-maximal effect; % is set by controls: 0 for no effect and ±100 for the full control effect; nearly all actives have a fitted effect of over 50% in size
Target sequence (O89049 whole entry, looked up): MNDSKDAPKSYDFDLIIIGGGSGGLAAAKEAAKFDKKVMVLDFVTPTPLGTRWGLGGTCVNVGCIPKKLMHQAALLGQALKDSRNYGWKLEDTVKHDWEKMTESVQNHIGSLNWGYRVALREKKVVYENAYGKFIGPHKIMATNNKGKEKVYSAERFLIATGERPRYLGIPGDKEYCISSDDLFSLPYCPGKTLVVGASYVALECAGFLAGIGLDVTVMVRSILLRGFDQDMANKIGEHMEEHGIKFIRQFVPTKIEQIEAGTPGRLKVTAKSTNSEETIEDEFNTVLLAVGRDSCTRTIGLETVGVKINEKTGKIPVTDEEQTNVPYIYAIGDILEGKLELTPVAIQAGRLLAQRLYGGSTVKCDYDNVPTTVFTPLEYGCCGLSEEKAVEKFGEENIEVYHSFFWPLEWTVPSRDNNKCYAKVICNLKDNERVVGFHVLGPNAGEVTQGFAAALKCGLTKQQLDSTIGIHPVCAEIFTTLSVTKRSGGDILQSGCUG
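Rat TrxR1, dispensed at 90 nM, was prereduced with 400 uM NADPH (final) for 5 min at ~22 deg C, then incubated with compound 15 min before 400 uM selenite. A first-read NADPH fluorescence drop versus no-compound background flagged substrates.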
D2 antag – antagonists of human D2 dopamine receptor. P14416. HEK293 TREx D2 cells, calcium flux, dopamine EC80. inhibition, % at 10 µM. 2% of 340,000 active; in the data active = inhibition above about 30%; note: 0% is about no effect
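Read-out: kinetic calcium fluorescence (1 cycle/s) in inducible HEK293 T-REx D2 cells after an EC80 dopamine addition that followed 180 s compound preincubation. Loss of the dopamine response indicates antagonism.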
TRHR ag – TRH receptor (human) agonism. P34981. TRHR cells, calcium flux fluo-8, FDSS agonist mode. activation, % at 2 µM. 0.18% of 360,000 active; in the data active = activation above about 30%; note: 0% is about no effect
Target sequence (P34981 whole entry, looked up): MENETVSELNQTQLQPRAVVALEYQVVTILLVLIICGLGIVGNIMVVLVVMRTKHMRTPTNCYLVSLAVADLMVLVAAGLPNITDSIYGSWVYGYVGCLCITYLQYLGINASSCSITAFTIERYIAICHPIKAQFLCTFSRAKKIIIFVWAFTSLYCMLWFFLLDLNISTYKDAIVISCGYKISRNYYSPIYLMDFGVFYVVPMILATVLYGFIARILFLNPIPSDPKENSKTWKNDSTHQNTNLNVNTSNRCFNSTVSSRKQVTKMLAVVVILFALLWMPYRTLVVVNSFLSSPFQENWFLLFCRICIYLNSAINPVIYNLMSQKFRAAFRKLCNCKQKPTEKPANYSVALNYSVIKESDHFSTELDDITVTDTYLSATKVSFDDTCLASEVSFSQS
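TRHR-expressing cells, plated overnight in medium with 10% serum, were loaded with fluo-8 calcium dye at room temperature. After a 10 s baseline, library compound was pin-added and calcium release was recorded kinetically (ex 480/em 530) as agonist response.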
TRHR PAM – TRH receptor (human) allosteric enhancement; TRHR cells, fluo-8 calcium fluorescence, EC20 TRH enhancement; 0.66% of 360,000 active; enhancement, % at 2 µM; P34981; in the data active = enhancement above about 30%; note: 0% is about no effect
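TRHR-expressing cells loaded with fluo-8 calcium dye were read kinetically (ex 480/em 530) during compound addition, then stimulated with an EC20 of TRH (10 nM final). Enhancement of the Gq-mediated intracellular calcium response was scored.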
PI4K2A block – inhibitors of human PI4K2A; AID 1346378; activity change, negative = inhibition, % at 76.9 µM; 0.13% of 420,000 active; Q9BTU6; purified PI4K2A, ADP-Glo luminescence, 1 h; hits give low values; in the data active = activity change below about -50%; inconclusive = mostly about -30% to -49%;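 note: -100% = wells without enzyme as full effect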
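Compounds are screened against recombinant PI4K2A using PI as substrate and ATP, the latter dispensed at 300 microM. Reactions run one hour at ambient temperature before ADP-Glo detection; full inhibition defined by wells lacking enzyme.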
rTrxR1 inhibitor – inhibitors of rat thioredoxin reductase 1. recombinant rTrxR1, NADPH fluorescence consumption, selenite substrate. Potency, µM (series often up to 114 µM), inactives show at the top dose activity change, negative = inhibition, usual class: inhibitors. 1% of 390,000 active; note: potency is the fitted concentration of half-maximal effect; % is set by controls: 0 for no effect and ±100 for the full control effect; nearly all actives have a fitted effect of over 65% in size
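Rat TrxR1 (90 nM in the dispensed reagent) was pre-reduced with 400 uM NADPH for 5 min at room temperature, then incubated with compound for 15 min. After 400 uM selenite was added, NADPH fluorescence (Ex 340/Em 450 nm) was followed for 8 min.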
Numbers without * were called inactive; u = inconclusive; x = no result given; & = joins results of further samples; [ ] = another dose, or the depositor's remark. Unless noted, calls come from the whole dose curve; as a rule, active = well fitted inhibition curve with a large enough effect; inconclusive = small, poorly fitted or top-dose-only effect; inactive = no such curve, though single readings can be large or run the other way.

SMILES	mIDH1 inhibitor	D2 agonist	USP1 inh	TrxR1 substrate	D2 antag	TRHR ag	TRHR PAM	PI4K2A block	rTrxR1 inhibitor
CN1CCN(C(=O)c2ccc(CNS(=O)(=O)c3ccc(F)c(Cl)c3)cc2)CC1	-11%	0.2	-1%	5%	-6	0.3	-2	-1	32%[activator]
CCn1ccnc1CNC(=O)CC1C(=O)NCCN1Cc1ccccc1F (stereo unspecified)	-5%	0.0	-2%	-1%	4	0.0	-1	8	4%
COc1ccc(C(C(=O)NC2CCCCC2)N(C(=O)CCl)c2ccccc2Cl)cc1 (stereo unspecified)	-5%	1.1	-16%	5%[57.1 µM]	-15	0.5	-2	-1	-9%[57.1 µM]
CCOC(=O)C1=C(CSc2nc3ccccc3s2)NC(=O)NC1c1cc(C)ccc1C (stereo unspecified)	-5%	0.7	-17%	-4%	-11	-0.2	1	-1	3%
CCc1cc2c(=O)n(Cc3ccco3)c(SCC(=O)N3CCCc4ccccc43)nc2s1	u	0.0	-20%	4%	0	0.2	-12	0	u
CC(C)c1cc(CN2CCN(Cc3ccc(F)c(F)c3)C(CCO)C2)[nH]n1 (stereo unspecified)	0%	1.9	-20%	-1%[57.1 µM]	-16	1.1	28	5	4%[57.1 µM]
CCC1CCCCN1Cc1ccc(N)cc1 (stereo unspecified)	0%	1.2	-13%	6%	-4	1.6	-1	0	32%
COc1cccc(CNc2ccc3[nH]c(=O)[nH]c3c2)c1OCc1ccccc1Cl	-1%	-1.1	-27%	-3%	11	-0.1	-20	4	2%
CCOC(=O)c1c(-c2ccc(C)cc2)cn2ccccc12	0%	0.9	-18%	62%[activator][57.1 µM]	7	0.7	-10	-7	-5%[57.1 µM]
Cc1coc2c(C)c3oc(=O)c(CCC(=O)N4CCC(C(=O)NCCCC(=O)O)(c5ccccc5)CC4)c(C)c3cc12	-9%	0.0	-16%	7%	-3	-0.8	15	-7	41%[activator]
O=C(NN=Cc1ccccc1C(=O)O)c1ccc(NS(=O)(=O)c2cccs2)cc1	-3%	x	-26%	-14%	x	x	x	7	-8%
COc1ccc(OCCn2c(N)nc3ccccc32)cc1	0%	-1.4	-5%	4%[57.1 µM]	-13	-0.6	-6	-1	9%[57.1 µM]
CN(C)c1ccc(NC(=O)c2ccc3nc[nH]c3c2)cc1	4%	x	-22%	-6%	x	-0.5	6	0	1%
Cc1cc(C)n(C(C)CC(=O)NCc2ccccc2C)n1 (stereo unspecified)	0%	x	-9%	-1%[57.1 µM]	x	0.9	1	-4	9%[57.1 µM]
COc1ccccc1S(=O)(=O)Nc1ccc2cn[nH]c2c1	3%	0.2	4%	-6%	-10	0.1	13	0	-6%
O=C1COc2ccc(C(=O)COC(=O)COc3ccccc3[N+](=O)[O-])cc2N1	3%	0.3	-18%	1%	-10	0.2	-7	0	-4%
CCOC(=O)c1ccccc1NC(=O)c1c(N)n(C)c(=O)[nH]c1=O	2%	x	-15%	2%	x	x	x	5	4%
CCOc1ccc(-c2nonc2NC(=O)c2ccco2)cc1	0%&-5%	-1.3	u	-13%&1%	-9	-0.7&-1.8	10&0	8&4	-19%&15%
O=C(Oc1ccc2ccccc2c1Br)N1CCCCCC1	12%	1.1	u	3%	-3	-0.3	-1	-6	21%
Cc1nnc(NC(=O)c2ccc(-c3ccc([N+](=O)[O-])cc3)o2)s1	-6%	0.8	-8%	-2%	9	0.3	2	0	-26%
CCOc1ccc(CNc2nc3nc(C)c(Cc4ccccc4)c(=O)n3[nH]2)cc1	2%	0.0	-4%	-3%	x	-0.1	-4	3	21%
CC(=O)c1ccc(S(=O)(=O)Nc2ccc(-n3cnnn3)cc2)cc1	12%	0.4	-20%	-16%	-5	-1.8	5	3	-18%
Cn1cccc1/C=N/NC(=O)c1ccc(OC(F)(F)C(F)F)cc1	2%	0.3	-19%	-10%	27	-0.6	-4	-1	-2%
CC1(C)CC(=O)C=C(c2cccc(O)c2)C1=O	-7%	0.0	-25%	-8%	-2	0.0	1	-4	4%[57.1 µM]
Cc1ccc(N2CCN(C(=O)CCc3c(C)nc4ncnn4c3C)CC2)c(C)c1	-5%	x	-16%	11%	x	-0.1	5	-3	41%[activator]

Additional entries:
SMILES	mIDH1 inhibitor	D2 agonist	USP1 inh	TrxR1 substrate	D2 antag	TRHR ag	TRHR PAM	PI4K2A block	rTrxR1 inhibitor
Cc1cc(O)c2c(C)c(CC(=O)NCc3ccccc3Cl)c(=O)oc2c1	-7%	-1.2	-17%	18%	x	-0.4	0	1	12%
C[C@H](NC(=O)C1(c2ccccc2)CCN(C(=O)[C@H]2CSCN2C(=O)OC(C)(C)C)CC1)C(=O)O	-1%	-0.5&-0.6	4%	0%[57.1 µM]	-15&25	0.0&0.0	2&1	5	26%[57.1 µM]
O=C(Nc1sc2c(c1C(=O)O)CCCCC2)c1cccnc1	8%	1.0	-3%	-3%	-29	0.1	5	-2	6%
COc1ccccc1NS(=O)(=O)c1cc(C(=O)NCCN2CCOCC2)ccc1Cl	1%	0.4	u	-2%	-2	0.7	0	-3	12%
CCc1ccc2nc(N(Cc3cccnc3)C(C)=O)sc2c1	10%	0.1	-15%	-2%[57.1 µM]	x	0.0	4	1	1%[57.1 µM]
COc1ccc(CCNc2nc(-c3sc(N)nc3C)cs2)cc1OC	0%	0.3	-13%	-11%	-5	0.5	-9	8	-11%
CCc1ccccc1NC(=O)c1cc(-c2ccc(F)cc2)on1	-5%	0.2	-11%	4%	3	0.0	3	1	26%
Cc1ccc2oc(=O)c3cc(C(=O)Nc4cc(-c5cccc(F)c5)no4)sc3c2c1	x	0.9	x	x	10	0.6	3	x	x
Clc1cccc(Cl)c1COn1nnc2ccccc21	4%	-0.6	-10%	3%	26	-0.1	-7	10	25%
C=CCC(NCc1ccco1)c1ccc(OC)cc1OC (stereo unspecified)	x	0.0	x	x	-8	0.2	-1	x	x
Cc1nn(-c2ccccc2)c(N)c1N=Nc1ccc2ccccc2c1	-2%	-1.1	-23%	-4%	0	0.2	-6	5	28%
COc1ccc(CC(=O)Nc2cccc(/C(C)=N/NC(=O)C3(C)CC3(Br)Br)c2)cc1 (stereo unspecified)	-17%	-0.6	-13%	6%	-2	0.5	-4	-2	50%[activator]
CCN(CC)C(=O)COc1ccc(N(C)S(=O)(=O)c2ccc(NC(C)=O)cc2)cc1	11%	0.2	-1%	-2%	-11	1.0	-4	-1	1%
Cc1ccccc1OCC(=O)Nc1ccc2nc(SCCOc3ccccc3)sc2c1	6%	-1.7	-26%	3%	x	-0.7	-1	4	27%
CCOc1ccc2c(c1)N(C(=O)CN1C(=O)CCC1=O)C(C)(C)C=C2C	2%	-0.6	-9%	7%[57.1 µM]	10	-0.2	-2	-4	5%[57.1 µM]
CN(C)CCN1C(=O)C(=O)/C(=C(/O)c2ccc(S(=O)(=O)N3CCOCC3)cc2)C1c1ccc(F)cc1 (stereo unspecified)	3%	0.5	-14%	-9%	-2	0.4	0	-8	-10%
CCCCC1=CC2=C(c3ccco3)C(=O)C(C)(OC(=O)c3ccc(OC)cc3)C(=O)C2=CN1CCCOC(C)C (stereo unspecified)	4%	0.5	-11%	-8%	-18	1.3	8	-10	-36%
Cc1csc(SC(C)C(=O)NCC(=O)Nc2ccc(F)c(F)c2F)n1 (stereo unspecified)	6%	-0.1	-15%	7%[57.1 µM]	-18	0.2	-1	-1	13%[57.1 µM]
COc1ccccc1OCC(=O)N(Cc1ccc(Cl)cc1)CC1CCCO1 (stereo unspecified)	10%	2.6	-19%	-3%	x	0.8	-1	-1	24%
Cc1ccc(S(=O)(=O)Nc2ccc3c4c(cccc24)CC3)c(C)c1	14%	x	-13%	-17%	x	x	x	-4	1%[57.1 µM]
COc1ccccc1CNC(=O)C(=O)NCC(c1ccco1)S(=O)(=O)c1ccc(F)cc1 (stereo unspecified)	16%	0.6	-9%	-4%[57.1 µM]	x	0.0	12	0	-10%[57.1 µM]
NNC1=N[C@H]2CS(=O)(=O)C[C@H]2S1	3%	1.2	-7%	-6%[57.1 µM]	-12	0.5	-1	-5	10%
CCC(C)c1ccc(NC(=S)N2CCCC2)cc1 (stereo unspecified)	0%	-0.6	-13%	4%	-3	-0.6	-1	3	28%
COC(=O)Oc1ccc(/C=N/NS(=O)(=O)c2ccccc2)cc1OC	0%	x	-12%	-5%	x	-0.5	1	-7	-4%
C=C(C)C1CC=C(C)/C(=N/NC(=S)Nc2ccccc2)C1 (stereo unspecified)	-2%	0.0	-17%	7%[57.1 µM]	-13	-0.4	-5	-6	2%[57.1 µM]
Cc1cccc(N2CCN(c3cc(C)nc4nnnn34)CC2C)c1 (stereo unspecified)	0%	-0.6	-18%	-3%	-5	-0.9	-4	3	32µM*
CCc1ccc(NC(=O)C2=CC(c3ccc4c(c3)OCO4)=NS(=O)(=O)N2C)cc1	0%	0.6	-18%	-5%	x	0.4	-4	-1	13%
COc1ccc(N2C(=O)CC(NCC#N)C2=O)cc1 (stereo unspecified)	18%	0.2	-10%	1%	-5	0.3	5	0	32µM*

Gathered by group, those above with a thiophene ring, fused or not.
SMILES	mIDH1 inhibitor	D2 agonist	USP1 inh	TrxR1 substrate	D2 antag	TRHR ag	TRHR PAM	PI4K2A block	rTrxR1 inhibitor
CCc1cc2c(=O)n(Cc3ccco3)c(SCC(=O)N3CCCc4ccccc43)nc2s1	u	0.0	-20%	4%	0	0.2	-12	0	u
O=C(NN=Cc1ccccc1C(=O)O)c1ccc(NS(=O)(=O)c2cccs2)cc1	-3%	x	-26%	-14%	x	x	x	7	-8%
O=C(Nc1sc2c(c1C(=O)O)CCCCC2)c1cccnc1	8%	1.0	-3%	-3%	-29	0.1	5	-2	6%
Cc1ccc2oc(=O)c3cc(C(=O)Nc4cc(-c5cccc(F)c5)no4)sc3c2c1	x	0.9	x	x	10	0.6	3	x	x

Screening data deposited in PubChem BioAssay by National Center for Advancing Translational Sciences (NCATS).

The order is random; any-hit rate near 3.9%.
